Source: PubChem
Rac1 GTP hydrolysis: MgcRacGAP GTPase-activating activity inhibitors, confirmation, biochemical, ADP Hunter fluorescence; Rac GTPase-activating protein 1 (Homo sapiens); MgcRacGAP-stimulated Rac1 GTP hydrolysis, ADP Hunter fluorescence; higher % means a stronger effect; GST-tagged Rac1 F28L mutant substrate; inhibition, % at 30 µM; hits with a dose series show IC50 in µM; 0.6% of 340,000 active;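 active means first-screen hits whose inhibition reached a set limit at any dose in the follow-up dose series; inconclusive means inhibition above the set first-screen limit but never retested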;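 further: fluorescence reports GDP produced by GAP-driven GTP hydrolysis; strong numbers were not always called active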
T cell modulator: modulators of CD8 T cell-vesicle binding, primary screen, mouse 2C CD8+ T cells, flow cytometry; 0.068% of 330,000 active; calls only at 7 µM; AID 2052, 2009; 2C CD8+ T cell-vesicle binding; hits give low values;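 active means response, share of CD8 T cells binding vesicles, and their 90th percentile fluorescence all below set limits, cut at about 80% in these data, passing the limit was not always enough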
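System: murine 2C transgenic CD8+ T lymphocytes; also added: QL9-loaded Drosophila micro-vesicles; times: binding 1.5 h at 37 °C; measured by: flow cytometry, PE anti-B7-1 (FL2) versus Alexa647 anti-CD8 (FL8), PFA-fixed; control set: Peptide-free naked vesicles (low) and QL9 vesicles with 0.7% DMSO vehicle (high)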
K1F lysis inhibition: inhibition of K1F phage lysis, E. coli UTI89, bacterial capsule biogenesis inhibitors, alamar blue (AID 488966); E. coli UTI89 K1F phage lysis, alamar blue, 2 h; higher % means a stronger effect; inhibition, % at 100 µM, or IC50 in µM where a hit was titrated; 0.02% of 340,000 active;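 active means phage lysis inhibition, versus mean bacterial control, above a set limit; inconclusive means no clear call, values can overlap the other calls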;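 further: capsule biogenesis inhibitors block K1F phage lysis so surviving cells raise fluorescence; higher fluorescence means more inhibition of phage lysis; actives were called in the ten point dose series up to 300 µM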
NTR1 agonist: agonists of NTR1, primary screen, imaging, U2OS cells, beta-arrestin-GFP, high content (AID 493036). NTR1-U2OS beta-arrestin-GFP spot imaging, agonist mode. activation, % at 20 µM. 0.17% of 330,000 active;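 active means activation at or above 40% of the spot to cytoplasm intensity ratio, with at least 20 cells analyzed; inconclusive means wells under 20 cells, flagged as cytotoxic or low count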;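 further: 0% = DMSO without peptide and 100% = 100 nM NTR1 peptide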
Target sequence (P30989 whole entry, looked up): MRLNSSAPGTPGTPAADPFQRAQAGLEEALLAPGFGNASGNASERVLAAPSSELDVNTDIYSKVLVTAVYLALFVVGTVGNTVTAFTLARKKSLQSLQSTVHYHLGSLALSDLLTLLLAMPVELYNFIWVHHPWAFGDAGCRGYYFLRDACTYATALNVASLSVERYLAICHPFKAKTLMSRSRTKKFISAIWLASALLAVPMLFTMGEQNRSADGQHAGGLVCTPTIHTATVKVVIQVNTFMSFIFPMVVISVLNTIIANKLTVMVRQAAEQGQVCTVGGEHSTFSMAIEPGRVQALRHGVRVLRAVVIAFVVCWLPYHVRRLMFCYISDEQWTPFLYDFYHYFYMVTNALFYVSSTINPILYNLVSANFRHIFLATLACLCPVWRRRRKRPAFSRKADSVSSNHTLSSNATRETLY
West Nile virus CPE: West Nile virus antiviral activity, cell-based, CPE readout (AID 1621) | West Nile virus-infected cells, CPE inhibition; higher % means a stronger effect | CPE inhibition, % at 10 µM; hits with a dose series show IC50 in µM | 0.02% of 290,000 active; in the data active means a potency from the dose series; inconclusive means CPE inhibition mostly from about 3.7% at the one dose, without a potency; inactive means the rest, 99 in 100 with CPE inhibition below about 2.2%; further: strong numbers were not always called active
RSV antiviral HEp-2: RSV antiviral activity via CPE protection, HEp-2 cells, primary 10 µM value included (AID 2391) | HEp-2 cells, RSV-induced CPE inhibition; higher % means a stronger effect | one-dose CPE inhibition, % at 10 µM; IC50 in µM for titrated hits | 0.13% of 310,000 active; in the data active means a potency from the dose series; inconclusive means CPE inhibition mostly from about 23% at the one dose, without a potency; inactive means the rest, 99 in 100 with CPE inhibition below about 21%; further: strong numbers were not always called active
PhoP inhibition: inhibitors of PhoP regulon expression, primary screen, Salmonella Typhimurium, GFP reporter (AID 1863) | S. Typhimurium PhoP-regulated promoter GFP reporter, 4 h; higher % means a stronger effect | inhibition, % at 50 µM; hits with a dose series show IC50 in µM | 0.16% of 300,000 active;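 active means inhibition over 29.93%, a cutoff 3 SD above the screen mean, later confirmed by dose response; inconclusive means inhibition over 29.93% but no dose response follow-up; inactive means inhibition at most 29.93% or unconfirmed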;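 further: 0% = low Mg2+ inducing control and 100% = high Mg2+ repressing control; strong numbers were not always called active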
Large T inhibition: SV40 large T antigen inhibitors, biochemical (AID 1903). SV40 large T antigen ATPase/helicase inhibition assay; higher % means a stronger effect. inhibition, % at 20 µM; hits with a dose series show IC50 in µM. 0.39% of 310,000 active; in the data active means a potency from the dose series; inconclusive means inhibition mostly from about 32% at the one dose, without a potency; inactive means the rest, 99 in 100 with inhibition below about 32%; further: strong numbers were not always called active
NS5 inhibitors: Dengue-2 NS5 methyltransferase inhibitors, primary screen, biochemical, confirmation dose response (AID 588689); 0.3% of 340,000 active; one-dose inhibition, % at 25 µM; IC50 in µM for titrated hits; Genome polyprotein (Dengue virus type 2 (strain 16681-PDK53)); Dengue-2 NS5 methyltransferase capping enzyme assay, biochemical; higher % means a stronger effect; in the data active means a potency from the dose series; inconclusive means inhibition above about 29% without an active follow-up result
T cell modulator vesicle-bound %: second read-out of T cell modulator, no call of its own (marks repeat the call); double positive events, %; measured here: CD8+ vesicle-bound cell fraction;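 binding gate set so that unloaded-vesicle control wells show 10% double positive cells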
NTR1 agonist cell count 20 µM: also measured in NTR1 agonist; calls as there; cell count; measured here: cell count, cytotoxicity flag
NS5 inhibitors pilot replicate: also measured in NS5 inhibitors; calls as there; inhibition, %; measured here: pilot screen replicate inhibition
* hit, by the source's call; i = inactive; ? = inconclusive; nt = no result given; [ ] = another dose, or the depositor's remark.

SMILES | Rac1 GTP hydrolysis | T cell modulator | T cell modulator vesicle-bound % | K1F lysis inhibition | NTR1 agonist | NTR1 agonist cell count 20 µM | West Nile virus CPE | RSV antiviral HEp-2 | PhoP inhibition | Large T inhibition | NS5 inhibitors | others
CC(=O)C(Sc1nc(N(C)C)nc(N(C)C)n1)C(=O)Nc1ccccc1 (centres undefined) | 9% | i | 56 | 0.0% | 0.0 | 30 | -0.2% | 4.3% | -3% | 13% | 6%
CC(C)C(NC(=O)c1ccc(C(C)(C)C)cc1)C(=O)NCC1(N(C)C)CCCCC1 (centres undefined) | 8% | i | 42 | 0.1% | 2.3 | 42 | -0.1% | -0.4% | -1% | 13% | -4%
COc1cc(C2C(C(=O)OC(C)C)=C(C)Nc3ncnn32)cc(OC)c1OC (centres undefined) | 13% | i | 29 | 1.7% | -0.4 | 93 | -0.3% | 0.5% | -8% | 1% | -1%
CCCC(=O)Nc1cc(S(=O)(=O)N(CC)CC)ccc1Cl | 1% | i | 63 | 1.4% | 3.4 | 61 | 0.2% | 2.1% | 1% | -5% | -2%
O=C(/C=C/NNC(=O)c1ccccc1O)c1ccccc1 | 10% | i | 54 | 0.1% | 0.6 | 59 | 0.8% | 0.7% | 14% | 11% | -5% | NS5 inhibitors pilot replicate=-5.2
CC(C)=C1C2CCC1C(C(=O)Nc1cc(C)cc(C)c1)C2C(=O)O (centres undefined) | -3% | i | 44 | -0.7% | -0.1 | 107 | 0.7% | -0.2% | -2% | 4% | 2%
C=CCNC(=O)c1ccc2c(=O)n(CCCN3CCCC3=O)c(=S)[nH]c2c1 | 9% | i | 47 | 0.0% | -1.7 | 59 | 0.2% | 0.4% | -9% | 5% | -1%
COc1ccc(-c2nnc(SCC(=O)Nc3ccc(C(=O)O)cc3)n2-c2ccc(Cl)cc2)cc1 | -11% | i | 9 | 0.5%[50 µM] | -0.1 | 98 | -0.6% | 0.0% | -3% | 7% | -2%
COc1ccc(C2C(C#N)=C(N)Oc3cccc(O)c32)cc1 (centres undefined) | 25% | i | 48 | -1.8% | 0.3 | 46 | 0.2% | 1.9% | -8% | 8% | -1%
Cc1ccc(NC(=S)Nc2cccc3cnccc23)cc1C | 8% | i | 48 | -2.4% | 0.0 | 67 | -0.7% | 9.8% | 6% | 21% | 52%
CC(=O)N1CCC(Nc2ccc(C)cc2)CC1 | 24% | i | 22 | -1.5% | -1.2 | 60 | 0.2% | 4.2% | 4% | 19% | 0%
CCOC(=O)Cn1cc(/C=N/NC(=O)CC#N)c2ccccc21 | 23% | i | 44 | 0.3% | 1.9 | 56 | 0.1% | -0.5% | -5% | 7% | 11%
Cc1ccc(C(=O)N/N=C/c2ccc(N3CCOCC3)cc2)c(C)c1 | 1% | i | 36 | 0.3% | 1.5 | 73 | -0.4% | 0.2% | 1% | 1% | -2%
COc1ccc(N2CCN(C(=O)COC(=O)CCOc3ccccc3C)CC2)cc1 | 20% | i | 24 | 0.5%[50 µM] | -1.0 | 54 | nt | -1.5% | -8% | 23% | 0%
O=C(Nc1cccc([N+](=O)[O-])c1)c1ccc2c(c1)OCCO2 | 17% | i | 49 | 1.5%[50 µM] | 0.8 | 41 | -0.9% | 16% | -17% | 14% | -4%
CCOc1cccc(-c2cc(C(=O)N/N=C/c3ccc(OC)c(CN4CCOCC4)c3)c3ccccc3n2)c1 | 6% | i | 48 | 4.5% | 7.1 | 81 | -1.1% | 2.8% | 0% | 18% | -8%
Cc1ccc(-n2ncc3c2CCCC3NC(=O)c2ccccc2N2CCOCC2)cc1C (centres undefined) | 7% | i | 46 | 0.2% | 0.2 | 49 | -0.4% | 8.5% | -3% | 1% | -1%
CCOc1ccc(NC(=O)c2nn(C)cc2Br)cc1 | 11% | i | 56 | 0.9% | 0.2 | 82 | -0.3% | 3.4% | -2% | 13% | -4%
Cc1cc(NC(=O)c2cc3n(n2)C(C(F)(F)F)CC(c2ccco2)N3)no1 (centres undefined) | 9% | i | 34 | -1.7% | 1.5 | 77 | 0.5% | 0.5% | 7% | 2% | -2%
COc1ccc([N+](=O)[O-])cc1NC(=O)C(C)N(C)Cc1ccc(Br)cc1 (centres undefined) | 7% | i | 48 | 0.2%[50 µM] | 0.7 | 44 | -1.5% | ? | -1% | 5% | -9%
COc1ccc(CC(=O)NC2CC(C)(C)NC(C)(C)C2)cc1OC | 0% | i | 54 | 0.2% | 0.9 | 46 | -0.2% | 0.1% | 1% | 89% | nt
Cc1cccc(N2CCN(C(=O)CSc3nnnn3C3CC3)CC2)c1C | 2% | i | 39 | 1.7%[50 µM] | -0.7 | 60 | nt | 7.3% | nt | nt | 8%
CCOc1cccc(/C=N/N=C/c2cccc(OCC)c2O)c1O | -5% | nt | nt | 0.6% | -1.0 | 94 | 0.3% | nt | nt | nt | -6%
O=C(CCc1nc(-c2cccs2)no1)Nc1cnc2ccccc2c1 | 7% | i | 29 | 8.0% | -0.2 | 60 | 0.7% | 3.9% | 2% | 6% | -1%
CCOc1ccc(NS(=O)(=O)c2cc(C(=O)N3CCC3)ccc2Cl)cc1 | 6% | i | 35 | 0.6%[50 µM] | -1.4 | 60 | nt | -1.9% | 6% | 6% | -3%
N#C/C(=C/c1ccncc1)c1nc2ccccc2c(=O)[nH]1 | 12% | i | 57 | 0.2% | 1.9 | 61 | 1.2% | 0.8% | 0% | 12% | -23%
Cc1cc(Br)c(S(=O)(=O)NCc2ccncc2)cc1C | 9% | i | 24 | 0.6%[50 µM] | 4.8 | 58 | -1.5% | 0.6% | 2% | 10% | -5%
Cc1ccc(NC(=O)Cn2c(=O)oc3ccccc32)c(C)c1 | 5% | i | 50 | 0.4% | 0.6 | 53 | -0.1% | 2.5% | -1% | 6% | -5% | NS5 inhibitors pilot replicate=-2.7
Fc1ccccc1/C=N/Nc1ccc(Cl)nn1 | 6% | i | 29 | 0.0% | 1.2 | 78 | -0.6% | 1.6% | -8% | 4% | -10%
Cc1ccccc1SCC(=O)N1CCN(c2ccc(C(F)(F)F)cn2)CC1 | -4% | i | 22 | -1.2%[50 µM] | 2.9 | 89 | -1.3% | 0.9% | -5% | -2% | -9%
C/C(=N\NC(=O)c1cc2ccccc2cc1O)c1ccccn1 | 2% | i | 36 | -0.1% | 5.8 | 60 | ? | 1.4% | 38µM* | 12% | 59%
CC(Oc1ccc2c3c(c(=O)oc2c1)CCCC3)C(=O)NCc1cccnc1 (centres undefined) | 2% | i | 33 | 0.1% | 0.0 | 68 | -0.5% | -0.3% | 4% | 10% | -9%
COCCN(C(=O)c1ccc(C#N)cc1)c1c(N)n(Cc2ccccc2)c(=O)[nH]c1=O | 7% | i | 39 | 0.2%[50 µM] | -0.2 | 62 | nt | 0.3% | nt | nt | -8%
CCN(CC)CCNC(=O)Cn1nc(Cc2ccccc2)c2ccccc2c1=O | 7% | i | 9 | 2.8% | -2.1 | 55 | -0.2% | 0.8% | 3% | -9% | -2%
C=CCn1c(-c2cccn(Cc3ccc(Cl)cc3)c2=O)n[nH]c1=S | 9% | i | 32 | -0.1% | 0.1 | 90 | 0.1% | 1.4% | 6% | 3% | -5% | NS5 inhibitors pilot replicate=0.0
CCc1ccc(-c2nc(CSCC(=O)N3CCN(c4ncccn4)CC3)c(C)o2)cc1 | -4% | i | 44 | -0.5% | 4.7 | 52 | nt | 14% | 10% | -5% | 1%

Among those listed so far, these contain an NH in an aromatic ring:
SMILES | Rac1 GTP hydrolysis | T cell modulator | T cell modulator vesicle-bound % | K1F lysis inhibition | NTR1 agonist | NTR1 agonist cell count 20 µM | West Nile virus CPE | RSV antiviral HEp-2 | PhoP inhibition | Large T inhibition | NS5 inhibitors | others
C=CCNC(=O)c1ccc2c(=O)n(CCCN3CCCC3=O)c(=S)[nH]c2c1 | 9% | i | 47 | 0.0% | -1.7 | 59 | 0.2% | 0.4% | -9% | 5% | -1%
N#C/C(=C/c1ccncc1)c1nc2ccccc2c(=O)[nH]1 | 12% | i | 57 | 0.2% | 1.9 | 61 | 1.2% | 0.8% | 0% | 12% | -23%
COCCN(C(=O)c1ccc(C#N)cc1)c1c(N)n(Cc2ccccc2)c(=O)[nH]c1=O | 7% | i | 39 | 0.2%[50 µM] | -0.2 | 62 | nt | 0.3% | nt | nt | -8%
C=CCn1c(-c2cccn(Cc3ccc(Cl)cc3)c2=O)n[nH]c1=S | 9% | i | 32 | -0.1% | 0.1 | 90 | 0.1% | 1.4% | 6% | 3% | -5% | NS5 inhibitors pilot replicate=0.0

(more compounds)
SMILES | Rac1 GTP hydrolysis | T cell modulator | T cell modulator vesicle-bound % | K1F lysis inhibition | NTR1 agonist | NTR1 agonist cell count 20 µM | West Nile virus CPE | RSV antiviral HEp-2 | PhoP inhibition | Large T inhibition | NS5 inhibitors | others
C=CCC(NCc1ccco1)c1ccc(OC)cc1 (centres undefined) | -1% | i | 53 | -0.1% | 0.2 | 79 | -0.2% | 0.7% | 1% | 23% | -2%
Cc1ccc(C(=O)CN2C(=O)NC3(CCCCC3C)C2=O)s1 (centres undefined) | 1% | i | 39 | 1.0%[50 µM] | 2.1 | 62 | nt | 1.6% | nt | nt | -3%
Nc1ccc(S(=O)(=O)NC(Cc2ccccc2)C(=O)O)cc1 (centres undefined) | -2% | i | 62 | 1.5% | 0.5 | 72 | -0.7% | 0.4% | -5% | 12% | 3% | NS5 inhibitors pilot replicate=0.0
O=C(NCCCCNC(=O)c1ccco1)c1ccco1 | 4% | i | 13 | 0.3% | -1.2 | 77 | -0.1% | 0.6% | -12% | 4% | -2%
CC1(C)CC(c2nc(-c3ccc(Br)cc3)cs2)CCS1 (centres undefined) | 3% | i | 27 | -0.1% | -1.2 | 64 | -1.2% | ? | -1% | 5% | 2%
NC(=O)c1c(NC(=O)C2CCCO2)sc2c1CCC2 (centres undefined) | 13% | i | 23 | -1.6% | 1.2 | 72 | 1.2% | nt | 10% | -3% | 1%
COc1ccccc1Nc1nnc(SCC(=O)N2CC(=O)Nc3ccccc32)s1 | 5% | i | 48 | 3.0% | 0.1 | 52 | -0.1% | 2.8% | 7% | 2% | -5%
CN(O)C(=O)Nc1ccc([N+](=O)[O-])cc1 | 5% | i | 58 | -0.3% | 3.8 | 42 | -0.5% | 12% | -5% | -2% | -17%
